Screens as filed in PubChem.
KOR beta-arrestin-1 = kappa opioid receptor activators – cell-based, luminescence, uHTS, primary screen (AID 1777); KOR beta-arrestin recruitment, luminescence; higher % means a stronger effect; activation, % at 10 µM, or EC50 in µM where a hit was titrated; 280,000 tested, 0.02% active; in the data active means activation above about 50%, passing the limit was not always enough; further: a part of the inactive calls stands beside numbers as strong as those of hits
SIAH1 antagonists = Siah-1 peptide-binding antagonists, primary screen, biochemical, fluorescence polarization, rhodamine-plectin, uHTS (AID 1817) | Siah-1 / rhodamine-plectin peptide fluorescence polarization; higher % means a stronger effect | one-dose displacement, % at 20 µM; IC50 in µM for titrated hits | 290,000 tested, 0.02% active;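 active means displacement of at least 50% at 20 µM, with a fluorescence ratio check between 0.3 and a set limit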;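 further: plate controls were Siah plus tracer with DMSO for no effect and tracer alone without Siah for full effect; strong numbers were not always called active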
Myeloid diff MLP = myeloid differentiation induction; ER-HoxA9 myeloid progenitors, lysozyme-GFP differentiation, flow cytometry; calls only at 10 µM; 360,000 tested, 1% active; AID 624256;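 active means normalized GFP-positive differentiation at or above the plate's own cutoff, the solvent-only control mean plus 3 SD; inconclusive means no clear call, values can overlap the other calls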;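 further: cells exposed to compound for four days before flow analysis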
KOR beta-arrestin-2 = KOR antagonists, beta-arrestin recruitment, cell-based, luminescence, uHTS (AID 1778) | 290,000 tested, 0.091% active | KOR beta-arrestin recruitment, luminescence, antagonist mode; higher % means a stronger effect | one-dose inhibition, % at 10 µM; IC50 in µM for titrated hits; further: strong numbers were not always called active
Salmonella PhoP GFP = PhoP-dependent GFP reporter repression – Salmonella Typhimurium, primary screen (AID 1863); S. Typhimurium PhoP-regulated promoter GFP reporter, 4 h; higher % means a stronger effect; inhibition, % at 50 µM, or IC50 in µM where a hit was titrated; 300,000 tested, 0.16% active;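 active means inhibition over 29.93%, a cutoff 3 SD above the screen mean, later confirmed by dose response; inconclusive means inhibition over 29.93% but no dose response follow-up; inactive means inhibition at most 29.93% or unconfirmed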;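 further: 0% = low Mg2+ inducing control and 100% = high Mg2+ repressing control; strong numbers were not always called active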
NOD1 NF-kB reporter = NOD1 signaling inhibitors, primary screen, cell-based, luminescence, uHTS (AID 1578). NOD1-driven NF-kB luciferase reporter cells, luminescence; higher % means a stronger effect. one-dose inhibition, % at 4 µM; EC50 in µM for titrated hits. 290,000 tested, 1% active; in the data active means inhibition mostly above about 36%, no sharp cut-off; inactive means mostly below about 34%;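 further: HEK-293T reporter cells stimulated with the NOD1 agonist gamma-tri-DAP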
HEK293 NOD2/NF-kB = NOD2 signaling inhibitors, cell-based, luminescence, uHTS, HEK293 (AID 1566). HEK293 NOD2/NF-kB luciferase reporter, luminescence; higher % means a stronger effect. inhibition, % at 4 µM; hits with a dose series show EC50 in µM. 290,000 tested, 0.63% active; further: many of its hits are not listed in these tables
LYP inhibition = PTPN22 lymphoid phosphatase activity blockers – biochemical, fluorescence intensity, uHTS (AID 1779). inhibition, % at 11.5 µM, or IC50 in µM where a hit was titrated. recombinant LYP phosphatase, fluorescence intensity; higher % means a stronger effect. 290,000 tested, 0.054% active;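 further: plate controls were vehicle with enzyme for no effect and no enzyme for full effect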
HIV fusion peptide = inhibitors of HIV fusion peptide binding, primary screen, biochemical, uHTS, fluorescence dequenching (AID 1986); cell-free peptide binding, fluorescence dequenching, 30 min; higher % means a stronger effect; inhibition, % at 20 µM; hits with a dose series show IC50 in µM; 290,000 tested, 0.3% active; in the data active means inhibition mostly above about 52%, no sharp cut-off; inactive means mostly below about 76%; further: some results filed as inactive read as strong as hits
Myeloid diff MLP GFP+ MAC1+ % = recorded beside Myeloid diff MLP, whose call it bears; GFP+ MAC1+ double positive, %; measured here: differentiation confirmed by MAC1 staining
An asterisk follows results filed as active; i = inactive; ? = inconclusive; . = no result given; [ ] = remark or other dose. Unless noted, no stated cut-off is given here; in the data, active means inhibition above about 50%; inactive means the rest. Only part of the results is shown; the hit share may differ from the screen's.

SMILES	KOR beta-arrestin-1	SIAH1 antagonists	Myeloid diff MLP	Myeloid diff MLP GFP+ MAC1+ %	KOR beta-arrestin-2	Salmonella PhoP GFP	NOD1 NF-kB reporter	HEK293 NOD2/NF-kB	LYP inhibition	HIV fusion peptide
C/C(=N/NC(=O)c1cc(Cl)ccc1O)C12CC3CC(CC(C3)C1)C2	3.2%	0%	i	1.1	-3%	25%	2%	-34%	-8%	16%
CCN1CCC(=NNC(=O)c2ccc(C)c([N+](=O)[O-])c2)CC1	-5.3%	-4%	i	1.0	-11%	11%	4%	7%	-12%	-1.2%
N=c1oc2ccc3ccccc3c2cc1-c1nc(-c2ccccc2)cs1	-3.3%	2%	i	0.6	23%	-18%	-26%	-6%	-1%	8.4%
CCOc1ccccc1-n1c(SCC(=O)Nc2ccc(CC)cc2)nc2n[nH]c(C)c2c1=N	3.6%	0%	.	.	-30%	13%	-78%	-1%	0%	0.2%
CCN(CC)CCCNC(=S)N1CCN(c2nc(-c3ccc(F)cc3)cs2)CC1	-0.3%	0%	i	1.1	-21%[20 µM]	5%	1%	20%	-11%	-2.4%
CCS(=O)(=O)c1ccc2c(c1)N(S(=O)(=O)c1cccs1)CC(C(=O)O)O2 (stereo not drawn)	-1.2%	-2%	i	1.5	-13%	-5%	1%	5%	-10%	2.3%
COc1ccc(-n2c(-c3ccc(F)cc3)cnc2SCC(=O)NCc2ccco2)cc1	4.4%	4%	i	2.5	-11%	-2%	9%	-5%	-3%	-2.1%
NC(=O)C1CC(=O)N(c2ccc(OCc3c(F)cccc3Cl)cc2)C1 (stereo not drawn)	.	3%	i	0.1	-4%[20 µM]	8%	-33%	-7%	-18%	0.3%
CSc1nc(-c2ccco2)nn1C(=O)c1ccccc1Cl	0.6%	6%	i	0.5	38%	0%	-10%	21%	-6%	-2.8%
COC(=O)c1sccc1NC(=O)c1ccoc1C	-4.9%	2%	i	2.1	-11%	7%	-22%	-3%	-1%	-1.4%
COc1ccc(C2C3C(=O)N(Cc4ccccc4)C(=O)C3ON2c2ccccc2)c(OC)c1OC (stereo not drawn)	-5.3%	3%	i	0.6	5%	7%	-25%	3%	-9%	0.5%
NC(=O)CSc1nc(C2CC2)nc2sc3c(c12)CCCC3	.	5%	i	0.3	-14%[20 µM]	2%	-13%	-169%	-1%	-0.9%
COc1ccc2c(CCNC(=O)c3ccc([N+](=O)[O-])cc3)c[nH]c2c1	-6.1%	1%	i	1.1	-8%[20 µM]	-4%	-22%	26%	-4%	-1.3%
CCn1c(=O)c2sccc2n(CC(=O)NC2CCCCC2)c1=O	-4.8%	4%	i	1.3	-4%	-6%	-20%	4%	-9%	-1.6%
Cc1nn2c(NCCCn3ccnc3)cc(C(C)C)nc2c1-c1ccccc1	-2.3%	-4%	i	0.3	3%	-4%	0%	-4%	-3%	-1.7%
Cc1cc(OCCN2CCC(Cc3ccccc3)CC2)ccc1[N+](=O)[O-]	-1.2%	3%	i	0.3	9%	4%	-24%	-16%	-5%	0.7%
O=C(Nc1ccccc1)OC(CN1CCCCC1)C(F)(F)F (stereo not drawn)	2.1%	4%	i	0.3	-3%	2%	8%	25%	-7%	-0.5%
CC(C)(C)CN1CCNC(=O)C1CC(=O)NCc1cccc(-n2cccn2)c1 (stereo not drawn)	-4.5%	-3%	i	0.9	-3%	11%	-28%	-2%	-7%	-1.6%
Cc1cc(NC(=O)Cn2c(C)nc3ccccc3c2=O)ccc1Br	-7.1%	2%	i	1.3	-22%	7%	-11%	20%	-4%	1.8%
Nc1c(C(=O)Nc2cccc(F)c2)nnn1-c1ccc2c(c1)OCCO2	2.6%	21%	.	.	-53%	-3%	-72%	-206%	-14%	27%
COCCC(=O)N1CCCC(C(=O)c2ccc3c4c(cccc24)CC3)C1 (stereo not drawn)	.	-5%	i	0.2	-37%[20 µM]	.	-20%	6%	6%	-0.8%
Cc1ccc(NC(=O)C2(C)Cc3ccccc3C(=O)O2)cc1 (stereo not drawn)	.	2%	i	0.6	-18%[20 µM]	-8%	-40%	3%	0%	0.4%
NC(N)=N/N=C/c1ccccc1	12%	5%	i	7.1	26%	2%	7%	10%	-6%	-0.3%
COc1cc(C(=O)Nc2cccc(-n3cnnn3)c2)cc(OC)c1OC	-4.3%	2%	i	1.0	-26%	3%	-3%	22%	-12%	-0.7%
CCCCC(CC)C(=O)Nc1cc(=O)[nH]c2nc3ccccc3n12 (stereo not drawn)	-1.7%	4%	i	0.8	16%	-4%	-1%	8%	-4%	-0.1%
CN(C)S(=O)(=O)c1ccc(C(=O)Nc2ccccc2[N+](=O)[O-])cc1	3.0%	0%	i	0.5	-23%	-11%	-21%	-2%	-9%	-0.5%
Cc1ccc(C(c2nnnn2C(C)(C)C)N2CCN(C3CCCC3)CC2)cc1 (stereo not drawn)	-1.2%	-8%	i	0.5	-57%	1%	-1%	-6%	-4%	-1.2%
O=C1CCCCc2sc(Br)c([N+](=O)[O-])c2N1	-4.7%	12%	i	0.5	24%	-1%	-3%	13%	-7%	2.7%
CCOC(=O)CNNC(=O)Nc1ccc(Cl)c(Cl)c1	1.5%	-1%	i	0.2	-2%	12%	-42%	4%	-4%	-0.1%
CCCn1c(SCCN2CCOCC2)nc2c1c(=O)n(C)c(=O)n2C	-1.3%	14%	i	1.3	-27%[20 µM]	2%	-22%	9%	-6%	-1.1%
Cc1ccc(C)c(-c2cc(C(=O)Nc3cccc(C(=O)O)c3)c3ccccc3n2)c1	-1.4%	1%	i	0.1	-21%	-1%	-42%	-1%	2%	15%
Cc1ccc(-c2nnc(NC(=O)c3ccco3)s2)cc1	-2.9%	-2%	i	0.2	1%	1%	-68%	-36%	-10%	-1.2%
O=S(=O)(c1ccc(Br)s1)N1CCN(c2ccccn2)CC1	1.6%	2%	i	1.7	-22%	-1%	-14%	-11%	-3%	0.6%
CCCOc1ccc(S(=O)(=O)n2cc(Br)c(=O)[nH]c2=O)cc1	-0.8%	1%	i	7.6	16%	-5%	-9%	16%	-6%	-3.9%
CCOC(=O)c1sc(NC(C)=O)nc1-c1ccccc1	2.2%	0%	i	4.4	-22%	4%	-3%	-6%	-2%	-0.1%
CN(C)/C=N/c1nc2nccc(-c3ccc(F)cc3)n2n1	-5.1%	5%	i	0.3	-20%	-8%	-17%	10%	-12%	-0.8%
CCC(=O)N(Cc1ccco1)Cc1cc2cc3c(cc2[nH]c1=O)OCO3	2.7%	-1%	i	0.4	-19%	-2%	-30%	16%	-6%	-0.3%
O=C(CSC1=NNC(c2ccccn2)S1)Nc1ccccc1 (stereo not drawn)	-7.7%	-5%	i	0.5	.	3%	.	.	2%	4.1%
CCOC(=O)N1CCN(c2c(NCCCN(CC)c3cccc(C)c3)c(=O)c2=O)CC1	0.5%	-5%	i	6.0	-16%	4%	-2%	3%	-1%	0.0%
Cc1ccc(CN2CCC(n3nccc3NC(=O)c3ccc4c(c3)OCO4)CC2)o1	2.6%	2%	i	1.5	0%	3%	-31%	-11%	-6%	-2.1%
NC(=O)c1c(NC(=O)CCCC(=O)O)sc2c1CCCCCC2	-0.6%	-4%	i	0.5	-29%	-2%	.	.	-4%	-3.8%
CN(C)c1cc[n+](Cc2ccccc2)cc1	-3.8%	1%	?	.	-15%	-5%	-2%	12%	-9%	-1.1%
COc1ccccc1C(C)N(C)Cc1nc(COc2ccccc2)no1 (stereo not drawn)	.	3%	i	0.5	-20%[20 µM]	.	-6%	7%	-8%	0.6%
Cc1ccc(NC(=O)c2ccc(CSc3ccccn3)cc2)c(O)c1	-1.5%	-1%	i	0.4	-8%	-3%	4%	1%	-1%	-1.1%
CCC(C)NC(=O)C(NS(=O)(=O)c1ccc2c(c1)c(=O)n(C)c(=O)n2C)c1ccccc1 (stereo not drawn)	1.4%	-2%	i	2.0	-48%	9%	-10%	-4%	-3%	0.0%

Single records (already shown). Order of screens: KOR beta-arrestin-1, SIAH1 antagonists, Myeloid diff MLP, Myeloid diff MLP GFP+ MAC1+ %, KOR beta-arrestin-2, Salmonella PhoP GFP, NOD1 NF-kB reporter, HEK293 NOD2/NF-kB, LYP inhibition, HIV fusion peptide
Entry for `CCCn1c(SCCN2CCOCC2)nc2c1c(=O)n(C)c(=O)n2C` → -1.3%, 14%, i, 1.3, -27%[20 µM], 2%, -22%, 9%, -6%, -1.1%
Entry for `O=C1CCCCc2sc(Br)c([N+](=O)[O-])c2N1` → -4.7%, 12%, i, 0.5, 24%, -1%, -3%, 13%, -7%, 2.7%
Entry for `Nc1c(C(=O)Nc2cccc(F)c2)nnn1-c1ccc2c(c1)OCCO2` → 2.6%, 21%, ., ., -53%, -3%, -72%, -206%, -14%, 27%

Continued:
SMILES	KOR beta-arrestin-1	SIAH1 antagonists	Myeloid diff MLP	Myeloid diff MLP GFP+ MAC1+ %	KOR beta-arrestin-2	Salmonella PhoP GFP	NOD1 NF-kB reporter	HEK293 NOD2/NF-kB	LYP inhibition	HIV fusion peptide
CN(Cc1ccco1)S(=O)(=O)c1ccc(CN2C(=O)c3cccnc3C2=O)s1	-1.9%	5%	i	0.3	-31%	-8%	-31%	-3%	-10%	-1.5%
CN(C)CCCNS(=O)(=O)c1cc(Cl)c(Cl)cc1Cl	-2.9%	-1%	i	0.2	-3%	-8%	-2%	20%	-11%	0.3%
CCCCN(C)CCOc1ccccc1OCC	2.6%	-4%	i	0.7	10%	4%	21%	-12%	-2%	0.1%
CCOC(=O)C1=C(C)N(c2ccccc2)C(=O)C1	1.5%	2%	i	8.4	-23%	3%	-35%	2%	1%	2.4%
OCCOCCOc1cccc2[nH]ccc12	-4.5%	6%	i	0.2	3%	1%	-22%	5%	-8%	0.7%
O=C(CNC(=O)c1ccccc1)N/N=C/C=C/c1ccccc1	2.0%	0%	i	0.7	-8%	-6%	-27%	2%	-6%	1.6%
Cc1nc(NNC(=O)c2ccc(Cl)cc2Cl)cc(-c2ccccc2)n1	-2.1%	2%	i	0.7	-6%	-2%	-6%	1%	-7%	-2.1%
COc1ccc2cc3cc(C(=O)NCCN4CCN(c5ccccc5F)CC4)oc3nc2c1	0.1%	1%	i	1.7	9%	3%	65%	21%	-18%	0.0%
Clc1nc(CN2CCOCC2)nc2sc3c(c12)CCC3	-0.4%	8%	i	0.6	3%	0%	-16%	8%	-4%	1.0%
N/C(COc1ncn(-c2ccccc2)n1)=N\S(=O)(=O)c1ccccc1	-3.1%	5%	i	0.1	23%[20 µM]	0%	-6%	1%	-2%	1.4%
O=S(=O)(CCSc1nc2ccccc2o1)Cc1ccccc1	4.6%	14%	i	0.8	-7%	-3%	21%	-7%	1%	-1.7%
Cc1ccc(S(=O)(=O)NC(=O)COc2ccc(Cl)cc2Cl)cc1	-0.6%	13%	i	1.9	-13%	-10%	-41%	-45%	-11%	5.7%
NC(=NC(=O)c1ccc(OCC(F)(F)F)nc1)c1ccc(Cl)cc1	1.5%	-2%	i	0.2	-9%	.	-8%	9%	8%	0.9%
CC(C)(C)n1ncc2c(=O)n(CC(=O)N3CCc4ccccc43)cnc21	1.4%	8%	i	0.8	15%	6%	-28%	-6%	-6%	-1.2%
OC(C#CCN1CCCCCC1)(c1ccccc1)c1cccnc1 (stereo not drawn)	1.4%	-4%	i	0.2	15%	-3%	-7%	3%	-3%	-0.2%
